Assay outcomes deposited in PubChem BioAssay by National Center for Advancing Translational Sciences (NCATS).
Sm TGR block: qHTS Assay for the Inhibitors of Schistosoma Mansoni Peroxiredoxins; Potency, µM (series often up to 114 µM), inactives show at the top dose activity change, negative = inhibition, most hits filed as inhibitors; purified TGR, DTNB reduction, TNB absorbance 405 nm; AID 485364, 2010; Schistosoma mansoni thioredoxin glutathione reductase (TGR), Q962Y6; hit rate 3% among 360,000; note: potency is the fitted concentration of half-maximal effect; nearly all actives have a fitted effect of over 60% in size
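First, TGR (20 nM dispensed) and NADPH were mixed with compound. Second, a 15 min room-temperature incubation followed. Third, further NADPH and then DTNB were added to start the reaction. Finally, TNB absorbance was monitored kinetically.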
AMA1-RON2 inh: qHTS for Inhibitors of AMA1-RON; Towards Development of Antimalarial Drug Lead: Primary Screen. Potency, µM (series often up to 58.2 µM), for the others: at the highest dose activity change, negative = inhibition, hits mostly inhibitors. hit rate 0.2% among 360,000. AID 720542, 2013. Plasmodium falciparum AMA1 (3D7) - RON2 peptide interaction. AlphaScreen AMA1-biotinylated RON2 peptide binding;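 note: potency is the fitted concentration of half-maximal effect; 0% = vehicle wells and -100% = peptide control; nearly all actives have a fitted effect of over 45% in size; some results filed as inactive show a strong effect at the top dose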
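AMA1 (3D7) with his tag at 25 nM final met compounds first, then biotinylated RON2 peptide at 25 nM; detection used donor plus acceptor beads, 10 µg/mL apiece, read by AlphaScreen after 30 min at room temperature.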
AmpC inh detg: qHTS Inhibitors of AmpC Beta-Lactamase (assay with detergent); P00811; AmpC hydrolysis of nitrocefin, absorbance 480 nm, 0.01% Triton; Potency, µM (titrated, usually from 114 µM), inactives show at the top dose activity change, negative = inhibition, usual class: inhibitors; hit rate 0.041% among 370,000; AID 485294, 2010;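 note: potency is the fitted concentration of half-maximal effect; 0% = no-compound wells and -100% = no-enzyme wells; nearly all actives have a fitted effect of over 25% in size; some results filed as inactive show a strong effect at the top dose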
Target sequence (P00811 whole entry, looked up): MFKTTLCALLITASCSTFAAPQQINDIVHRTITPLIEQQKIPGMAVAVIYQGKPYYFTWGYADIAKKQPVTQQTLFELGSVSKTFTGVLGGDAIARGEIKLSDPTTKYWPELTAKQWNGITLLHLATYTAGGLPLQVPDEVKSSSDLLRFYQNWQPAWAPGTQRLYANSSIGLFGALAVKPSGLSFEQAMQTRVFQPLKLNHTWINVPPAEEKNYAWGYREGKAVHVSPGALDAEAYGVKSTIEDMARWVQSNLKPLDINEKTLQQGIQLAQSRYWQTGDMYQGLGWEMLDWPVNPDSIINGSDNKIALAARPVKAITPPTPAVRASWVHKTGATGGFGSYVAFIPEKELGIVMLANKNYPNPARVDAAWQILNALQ
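20 mM phosphate pH 7.0 + 0.01% (detergent screen) or 0.0001% Triton X-100; 5.3 nM AmpC reagent; cpd preinc 15 min RT; nitrocefin (800 uM stock) to start; A480 q20 s × 4 min; Activity was normalised to no-enzyme and no-compound control wells.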
HCV inh: qHTS Assay for Inhibitors of Hepatitis C Virus (HCV). hit rate 3.4% among 340,000. Potency, µM (top dose mostly 41.8 µM), without a hit: at the top dose activity change, negative = inhibition, actives largely listed as inhibitors. Huh7.5.1 HCVcc-Cre infection, luciferase reporter, 44 h; note: potency is the fitted concentration of half-maximal effect
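Antiviral activity was scored by luciferase reporter output from cells infected with HCVcc-Cre (~0.5 moi) in presence of compound, 44 h infection period, cells seeded 1,000/well 4 h prior.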
FBPA Giardia inh: qHTS Assay for Inhibitors of Fructose-1,6-bisphosphate Aldolase from Giardia Lamblia | A8B2U2 | purified Giardia FBPA | Potency, µM (series often up to 59.6 µM), inactives show at the highest dose activity, negative = inhibition, actives largely listed as inhibitors | hit rate 0.71% among 290,000 | AID 2451, 2010; note: potency is the fitted concentration of half-maximal effect; nearly all actives have a fitted effect of over 55% in size
Target sequence (A8B2U2 whole entry, looked up): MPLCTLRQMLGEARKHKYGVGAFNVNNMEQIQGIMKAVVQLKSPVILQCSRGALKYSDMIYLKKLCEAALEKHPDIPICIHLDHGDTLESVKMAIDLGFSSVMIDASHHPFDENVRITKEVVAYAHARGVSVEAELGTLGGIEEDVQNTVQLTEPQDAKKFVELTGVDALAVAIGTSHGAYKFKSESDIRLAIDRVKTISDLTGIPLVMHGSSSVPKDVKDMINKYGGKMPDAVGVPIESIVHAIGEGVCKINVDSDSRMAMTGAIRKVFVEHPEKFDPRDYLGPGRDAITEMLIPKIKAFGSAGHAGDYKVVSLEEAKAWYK
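40 nM FBPA preincubated 10 min at RT with compound (up to 57.5 uM final), then substrate plus GAPDH/TPI/NAD/arsenate coupling and diaphorase/resazurin added. Fluorescence read after 20 min at RT, 525/598 nm.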
HCMV inh: qHTS Assay for inhibitors of the human cytomegalovirus (HCMV). HFF cells, HCMV-luciferase reporter, 72 h; hits give low values. activity change, negative = inhibition, % at 57.5 µM. hit rate 4.5% among 410,000; in the data active = activity change below about -60%; inconclusive = no clear call, values can overlap the other calls; inactive = above about -39%
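Steps: HFFs plated, 16 h 37C; compounds added; HCMV-luciferase added to MOI 1 PFU/cell; 72 h 37C; OneGlo reagent, 5 min room temperature; luminescence read, normalized to controls.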
* hit, by the source's call; ? = inconclusive; · = no result given; [ ] = another dose, or the depositor's remark. Unless noted, calls come from the whole dose curve; as a rule, active = well fitted curve in the direction sought with a large enough effect; inconclusive = small, poorly fitted or top-dose-only effect, or another doubt; inactive = no such curve, though single readings can be large; an effect the other way counts as inactive or inconclusive. Unless noted, % is set by controls: 0 for no effect and ±100 for the full control effect.

Keys: A = Sm TGR block; B = AMA1-RON2 inh; C = AmpC inh detg; D = HCV inh; E = FBPA Giardia inh; F = HCMV inh
COc1ccc(Cl)cc1NC(=O)Cn1cnc2c1c(=O)n(C)c(=O)n2C
  A: 9%; B: ·; C: 12%; D: ·; E: ·; F: 15

C#CCOCCOCCOCCNc1nc(N2CCN(C(=O)[C@H]([C@@H](C)CC)n3cc([C@@H](N)CC(C)C)nn3)CC2)nc(N2CCN(C(=O)[C@H](Cc3cc4ccccc4[nH]3)n3cc([C@@H](N)CC(C)C)nn3)CC2)n1
  A: ?; B: ·; C: 1%; D: ·; E: -3%; F: ·

CCOC(=O)C1CCCN(C(=O)CCCn2nc(C)n3c(cc4sccc43)c2=O)C1 (stereo not given)
  A: 6%; B: -5%; C: -14%; D: -1%; E: 4%; F: 11

CN1C(=O)c2ccccc2N(C)C1c1cccs1 (stereo not given)
  A: 0%; B: -4%; C: ?; D: 14%; E: -3%; F: -23

COc1ccc(C(=O)Nc2nnc(CC(=O)N/N=C/c3ccc(O)cc3O)s2)cc1
  A: -5%; B: ·; C: -2%; D: ·; E: 7%; F: -35

CC1=CCC2C(=O)N(c3cccc(C(=O)N(C)C4CCCCC4)c3)C(=O)C2C1 (stereo not given)
  A: -12%; B: 29%; C: -8%; D: 16%; E: 1%; F: 3

CCN(CC)c1ccc(/C=N/NC(=S)NCc2ccccc2)cc1
  A: -10%; B: 7%; C: -5%; D: -11%; E: 2%; F: -5

Cn1c(SCC(=O)N2CCN(c3ccccc3)CC2)nnc1-c1cc2ccccc2o1
  A: -1%; B: 0%; C: -6%; D: ?; E: 0%; F: -66*

COc1cccc(C(=O)N/N=C/C(Br)=C/c2ccccc2)c1
  A: -10%; B: -10%; C: ?; D: ?; E: -12%; F: ?

COCc1cc(C)nc2sc(C(=O)Nc3ccc(C(=O)OC)cc3)c(N)c12
  A: 3%; B: 10%; C: -14%; D: -17%; E: -5%; F: 31

CSc1nc(NS(=O)(=O)c2ccc(F)cc2F)nn1C
  A: -21%; B: 0%; C: ?; D: 10%; E: ·; F: -8

O=C(Nc1cccc(F)c1)c1c(O)c2cccc3c2n(c1=O)CCC3
  A: 1%[57.1 µM]; B: ·; C: 2%; D: ·; E: 1%; F: ·

CCn1c(CNC(=O)c2ccc(Cl)cc2)nnc1SCC(=O)N1CCOCC1
  A: 4%; B: 13%; C: -1%; D: 7%; E: ·; F: -2

CC1CCCN(C(=O)C2CCN(S(=O)(=O)c3cccc4nonc34)CC2)C1 (stereo not given)
  A: -2%; B: 10%; C: -5%; D: 15%; E: -7%; F: -27

CCOc1cccc(-c2nn3c(-c4cc(C)[nH]n4)nnc3s2)c1
  A: 0%; B: 9%; C: -11%; D: -29%; E: 2%; F: -16

COc1cnn(-c2cccc(Cl)c2)c(=O)c1Cl
  A: ·; B: -7%; C: ·; D: 4%; E: ·; F: 13

CCOC(=O)COc1ccc(S(=O)(=O)N2CCN(c3ccc(OC)cc3)CC2)cc1
  A: 1%; B: -3%; C: 8%; D: -2%; E: 2%; F: 11

FC(F)(F)c1nnc2ccc(N3CCCC3)nn12
  A: 7%; B: -2%; C: 3%; D: 13%; E: 0%; F: 10

COCCn1c(SCC(=O)Nc2ccccc2OC)nc2ccccc21
  A: -1%; B: -2%; C: ?; D: -4%; E: 6%; F: -3

CC1(C)C2CC=C(CN3CCOCC3)C1C2 (stereo not given)
  A: 5%; B: -1%; C: -14%; D: 11%; E: -9%; F: 0

COC(=O)[C@H](Cc1ccccc1)NC(=O)N1CCCCCC1
  A: 1%; B: -9%; C: -15%; D: 9%; E: 2%; F: 12

CCCNC(=O)c1ccc(CN2CCc3ccccc3C2)cc1
  A: 1%; B: -1%; C: 0%; D: -19%; E: ·; F: 20

COc1cc(CNC(=O)C2CCCCN2S(=O)(=O)c2ccc(F)cc2)cc(OC)c1OC (stereo not given)
  A: -1%; B: ·; C: 0%; D: ·; E: ·; F: -5

O=C(COC(=O)/C=C/c1cccc(Cl)c1)Nc1ccccc1-c1ccccc1
  A: 0%; B: ·; C: ?; D: 8%; E: 0%; F: ·

COc1ccccc1S(=O)(=O)Cc1ccc(C(=O)N2CCN(c3cccc(Cl)c3)CC2)o1
  A: -19%; B: -14%; C: 40%[activator]; D: 13µM*; E: 2%; F: -67*

CC(C)(C)NC(=O)C(c1ccncc1)N(CC1CCCO1)C(=O)Cn1nnc(-c2ccc(F)cc2)n1 (stereo not given)
  A: ·; B: -2%; C: 4%; D: 1%; E: 2%; F: ?

Cc1ccc(NC(=O)CSc2ncnc3ccccc23)cc1S(=O)(=O)N1CCCCCC1
  A: -8%; B: 0%; C: -15%; D: ?; E: 0%; F: 26

Cc1cc(-c2nnc(SCC(=O)Nc3ccc(C)c(C)c3)n2N)n[nH]1
  A: -2%; B: 11%; C: 0%; D: 0%; E: ·; F: 13

COc1cc(/C=C/c2nc(C#N)c(N3CCCCCC3)o2)cc(OC)c1OC
  A: 1%; B: ·; C: 17%; D: ·; E: ·; F: 210

Cc1c(C(=O)OCc2nnc(-c3ccccc3)o2)oc2ccccc12
  A: ·; B: 12%; C: ·; D: -24%; E: ·; F: -1

c1ccc2c(Nc3ccc4c(c3)OCCO4)c3c(nc2c1)CCCC3
  A: -6%; B: -5%; C: ?; D: ?; E: 10%; F: -73*

O=C(NCc1ccccc1)C(c1ccccc1F)N(C(=O)c1csnn1)C1CCCC1 (stereo not given)
  A: 3%; B: -7%; C: ?; D: 22%; E: 2%; F: ?

O=C(NCc1ccco1)c1ccc2c(=O)n(CC3CCCO3)c(=S)[nH]c2c1 (stereo not given)
  A: 0%; B: 38%[activator]; C: 2%; D: ?; E: -6%; F: -32

CCS(=O)(=O)N1CCN(c2ccccn2)CC1
  A: -12%; B: 12%; C: ?; D: 3%; E: -1%; F: 8

CC(C)Oc1ccc(S(=O)(=O)N2CCOCC2)cc1NC(=O)CC1OC(=O)c2ccccc21 (stereo not given)
  A: 5%; B: 5%; C: 0%; D: 8%[8.37 µM]; E: ·; F: 9

Cc1cc(C)nc(NC2=NCCN2C(=S)Nc2c(C)cccc2C)n1
  A: 4%; B: 17%; C: -7%; D: -8%; E: 1%; F: -38

Cc1cc(C(=O)Nc2nc3ccc(Cl)cc3s2)nn1C
  A: 1%; B: 6%; C: -1%; D: -2%; E: 0%; F: 69

C/C(=N\O)c1cccc(Br)c1
  A: -6%; B: -3%; C: 7%; D: 10%; E: -3%; F: 5

C[C@]12CC[C@H](O)CC1=CCC1C2CC[C@@]2(C)C1C[C@@H](O)[C@@H]2O (stereo not given in full)
  A: ·; B: 23%; C: ·; D: -2%; E: ·; F: -8

O=C(Nc1ccc(Oc2ccc3c(c2)C(=O)N(c2ccc(O)cc2)C3=O)cc1)c1cccs1
  A: -8%; B: 7%; C: ?; D: -13%; E: 0%; F: -78*

COC(=O)c1ccc(CNC(=O)c2cc(COc3cncc(Cl)c3)on2)cc1
  A: -17%; B: 3%; C: 0%; D: ?; E: ·; F: -40

Cc1cccc(OCCNc2ccc([N+](=O)[O-])cn2)c1
  A: 5%; B: -5%; C: 0%; D: ?; E: 1%; F: -30

COc1ccc(S(=O)(=O)c2c(Nc3ccc(C)cc3)sc(C(=O)c3ccc(C)cc3)c2N)cc1
  A: -2%; B: ·; C: 18%; D: ·; E: ·; F: -10

CCOC(=O)c1cc(-c2ccccc2)nn1-c1ccccn1
  A: -3%; B: 24%; C: 0%; D: 12%; E: -18%; F: 25

O=C(Nc1nnc(C2CC2)s1)c1n[nH]c(=O)c2ccccc12
  A: 0%; B: 79%[activator]; C: -3%; D: 8%; E: -19%; F: -31

COC(=O)CN(c1ccc2c(c1)OCCO2)S(=O)(=O)c1ccccc1
  A: 0%; B: -6%; C: -5%; D: -7%; E: -1%; F: -8

CC1(C)CC(=O)C(C(c2ccc(Br)cc2)C2C(=O)CC(C)(C)CC2=O)C(=O)C1
  A: 18µM*; B: -2%; C: -10%; D: 3%; E: 5%; F: 10

COc1cccc(NC(=O)C(=O)N/N=C(\C)CC(=O)Nc2ccc(NC(C)=O)cc2)c1
  A: -33%; B: 82%[activator]; C: 5%; D: ?; E: 4%; F: 0

N#CCOc1coc(CN2CCN(c3cccc(Cl)c3)CC2)cc1=O
  A: -17%; B: -4%; C: ?; D: 2%; E: ·; F: 0

Cc1cc(C(=O)Nc2ccc(Br)cc2)c2ccccc2n1
  A: -23%; B: 9%; C: -13%; D: -26%; E: 5%; F: -18

Entries of single compounds, looked up by structure:
Entry for COC(=O)c1ccc(CNC(=O)c2cc(COc3cncc(Cl)c3)on2)cc1 = Sm TGR block = -17%; AMA1-RON2 inh = 3%; AmpC inh detg = 0%; HCV inh = ?; FBPA Giardia inh = ·; HCMV inh = -40
Entry for CC1(C)CC(=O)C(C(c2ccc(Br)cc2)C2C(=O)CC(C)(C)CC2=O)C(=O)C1 = Sm TGR block = 18µM*; AMA1-RON2 inh = -2%; AmpC inh detg = -10%; HCV inh = 3%; FBPA Giardia inh = 5%; HCMV inh = 10

Additional entries.
Keys: A = Sm TGR block; B = AMA1-RON2 inh; C = AmpC inh detg; D = HCV inh; E = FBPA Giardia inh; F = HCMV inh
COC(=O)c1cc(C(=O)OCC(=O)N(C)c2ccccc2)cc([N+](=O)[O-])c1
  A: -1%; B: 13%; C: ?; D: -7%; E: -4%; F: -18

CC(=O)Nc1cccc(NC(=O)c2ccc(C(=O)Nc3cccc(NC(C)=O)c3)nc2)c1
  A: ·; B: -22%; C: 3%; D: -8%; E: -9%; F: -14

CN(CC(=O)NCCc1ccccc1)S(=O)(=O)c1ccc(Br)s1
  A: -7%; B: -11%; C: ?; D: -26%; E: 8%; F: -23

CCc1cccc(NC(=O)CCS(=O)(=O)c2cccc3nonc23)c1
  A: ?; B: 2%; C: -9%; D: 14%; E: -9%; F: ?

Cc1ccc(C2C3C(=O)N(c4ccccc4)C(=O)C3N3CCCN23)cc1 (stereo not given)
  A: -11%; B: 5%; C: 0%; D: -2%; E: 6%; F: 85

O=C(CNC(=O)c1ccc(Br)cc1)N=Nc1c(O)[nH]c2ccc([N+](=O)[O-])cc12
  A: 5%; B: 11%; C: -10%; D: 3%; E: -12%; F: 27

Cc1ccc(C)c(NC(=O)CN(C)S(=O)(=O)c2ccccc2)c1
  A: 1%; B: 0%; C: -13%; D: 7%; E: 1%; F: 3

CCN1c2ccccc2-n2cccc2C12CCN(C(=O)Nc1ccccc1Br)CC2
  A: -15%; B: ·; C: 6%; D: ·; E: ·; F: -18
